NPYLR7 ag – activates Aedes aegypti NPYLR7 receptor. HEK293T NPYLR7/Galpha15, GCaMP6s calcium fluorescence. activation, % at 10 µM. 270,000 tested, 0.15% active. AID 1259423; in the data active means activation above about 40%;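 further: 0% = vehicle and 100% = reference agonist at the receptor; some compounds past the cut are filed as inactive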
hcGAS inh – blocks human cGAS activity. Q8N884. recombinant h-cGAS, ATP depletion, Kinase-Glo luminescence. inhibition, % at 12.5 µM. 290,000 tested, 0.081% active. AID 1259398;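 further: 0% = vehicle reaction and 100% = reaction without DNA for no activity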
Target sequence (Q8N884 whole entry, looked up): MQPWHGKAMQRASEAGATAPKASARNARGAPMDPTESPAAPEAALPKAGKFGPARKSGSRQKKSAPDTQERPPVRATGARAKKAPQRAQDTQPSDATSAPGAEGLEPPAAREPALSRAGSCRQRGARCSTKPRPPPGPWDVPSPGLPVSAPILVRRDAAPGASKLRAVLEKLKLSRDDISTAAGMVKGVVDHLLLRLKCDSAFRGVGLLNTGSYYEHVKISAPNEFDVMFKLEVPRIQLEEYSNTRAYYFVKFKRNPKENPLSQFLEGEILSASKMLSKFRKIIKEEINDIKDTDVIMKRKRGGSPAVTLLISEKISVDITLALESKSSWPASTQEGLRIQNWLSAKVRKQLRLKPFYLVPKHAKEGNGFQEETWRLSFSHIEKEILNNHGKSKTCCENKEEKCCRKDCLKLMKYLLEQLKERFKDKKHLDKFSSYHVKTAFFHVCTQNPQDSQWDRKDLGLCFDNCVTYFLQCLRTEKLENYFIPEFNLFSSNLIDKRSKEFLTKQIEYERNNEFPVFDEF
mcGAS lum – inhibitors of mouse cGAS; Q8C6L5; inhibition, % at 12.5 µM; recombinant cGAS, Kinase-Glo ATP depletion luminescence; 160,000 tested, 0.15% active;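 further: 0% = negative control wells and 100% = reference inhibitor with no enzyme activity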
Active calls of the source: *; x = not tested or not shown; & = joins results of further samples. Unless noted, no stated cut-off is given here; in the data, active means inhibition above about 40%; inactive means the rest.

Fields: NPYLR7 ag	hcGAS inh	mcGAS lum
- O=C(Oc1coc(CSc2ncccn2)cc1=O)c1ccc(Br)cc1
→ -8	-4	-2
- COc1ccc(-c2c(C)nn3c(Nc4cccc(C)c4)cc(C)nc23)cc1OC
→ -4	-7	-7
- O=[N+]([O-])c1cc(C(F)(F)F)ccc1N/N=C\c1ccccc1O
→ 12	-5	-5
- COCc1cc(C)nc(N/N=C\c2ccco2)c1C#N
→ 9	-7	-4
- CC1(C)Cc2c(sc3c2c2ncnn2c2nnc(SCC(=O)NCc4ccccc4)n32)CO1
→ 4	-1	-6
- CCN(CC)CCNC(=O)c1c(C)[nH]c(/C=C2/C(=O)Nc3ccc(F)cc32)c1C
→ 60*	10	x
- CC(C)c1cc2c(=O)[nH]c(CN(Cc3ccco3)CC(O)c3ccccc3)nc2s1 (stereo not given)
→ 15	-7	-6
- COc1ccc(C(=O)N[C@@H]2CCCCC2NC(=O)C2CCCN(C(=O)c3ccc(Cl)c(Cl)c3)C2)cc1 (stereo not given in full)
→ 9	-6	-5
- c1ccc2sc(CSc3n[nH]c(CC4CCCC4)n3)nc2c1
→ 1	-5	-11
- CCOC(=O)c1ccc(NC(=O)Cn2c(-n3nc(C)cc3C)nc3c(c2=O)CCC3)cc1
→ x	-5	-7
- CC(C)=C(C)C(=O)O
→ -3	-4	x
- CCCn1nc(C(=O)NNC(=O)c2ccc(-c3ccccc3)cc2)c2ccccc2c1=O
→ -6	-1	-1
- O=C1NC(=S)N/C1=C/c1cc([N+](=O)[O-])ccc1O
→ 1	13	8
- CO[C@H]1CN(C(=O)C(c2ccccc2)c2ccccc2)[C@@H]2Cc3c([nH]c4ccccc34)[C@@H]1C2
→ 16	-6	-9
- Cc1nc2ncccn2c1C(=O)NCC1(O)CCNC1 (stereo not given)
→ 5	-5	x
- FC(F)(F)CCc1ccnc(NCCn2cccc2)n1
→ -5	-5	x
- COCC(=O)N(Cc1cc(NC(=O)C2CC2)ccc1N(C)C)C1CCCCC1
→ -11	-3	1
- O=[N+]([O-])c1ccc2[nH]c(O)c(N=Nc3c(Cl)cc(Cl)cc3Cl)c2c1
→ -5	-5	-5
- FC(F)(F)c1cccc(/C=N\Nc2nc(N3CCCCC3)nc(N3CCOCC3)n2)c1
→ 8	0	x
- CC1CC(C)CN(S(=O)(=O)c2ccc(C(=O)N3c4ccccc4CC3C)cc2)C1 (stereo not given)
→ 0	-4	-6
- C=CCSc1nc2c(cnn2CCO)c(=O)[nH]1
→ 1	-6	x
- CC(C)c1ccccc1OC1CC2CCC(C1)N2C(=O)c1ccc(CN(C)Cc2cccc3ccccc23)cc1 (stereo not given)
→ 10	-18	-8
- COc1ccc(C2=CC(c3ccc(C)o3)n3nnnc3N2)cc1OC (stereo not given)
→ 1&7	-6&-3	-1
- O=C(CCC1CCCN(C(=O)Cc2ccsc2)C1)NCc1ccccc1Cl (stereo not given)
→ 6	-2	x
- O=C(c1ccccc1Cl)N1CCN(C(=O)C2CC2c2cccs2)CC1 (stereo not given)
→ 13	3	x
- CC(=O)Nc1ccc(SC(C)C(=O)NCC2COCCO2)cc1 (stereo not given)
→ 3	-4	x
- CCOc1ccc(Nc2nc(NCCC(C)C)nc3c2cnn3-c2ccccc2)cc1
→ 1	-6	-7
- CCOC(=O)N1CCN(C(c2ccc(C)cc2)c2c(O)cc(C)n(Cc3ccco3)c2=O)CC1 (stereo not given)
→ 10	-10	x
- CCOc1nc(-c2cccc(C(F)(F)F)c2)n(-c2ccc(NCC(O)Cc3ccccc3)cc2)n1 (stereo not given)
→ 18	-5	-5
- Cc1ccc(S(=O)(=O)N2CC(=O)N(Cc3ccccc3)CC(C)(C)C2)cc1
→ 28	-6	-6

4 entries from above, sorted by heavy-atom count, ascending:
Fields: NPYLR7 ag	hcGAS inh	mcGAS lum
- O=C(CCC1CCCN(C(=O)Cc2ccsc2)C1)NCc1ccccc1Cl (stereo not given)
→ 6	-2	x
- CC(C)c1cc2c(=O)[nH]c(CN(Cc3ccco3)CC(O)c3ccccc3)nc2s1 (stereo not given)
→ 15	-7	-6
- CCOC(=O)c1ccc(NC(=O)Cn2c(-n3nc(C)cc3C)nc3c(c2=O)CCC3)cc1
→ x	-5	-7
- CCOc1nc(-c2cccc(C(F)(F)F)c2)n(-c2ccc(NCC(O)Cc3ccccc3)cc2)n1 (stereo not given)
→ 18	-5	-5

Remaining list, next part.
Fields: NPYLR7 ag	hcGAS inh	mcGAS lum
- CCCCn1c(CNC(=O)C23CC4CC(CC(C4)C2)C3)nnc1SC(C)C
→ -1	-5	-10
- O=C(NCc1ccccn1)C1CCN(C2CCN(Cc3cccc4c3OCO4)CC2)CC1
→ 4&8	-4&-4	x
- COc1cccc(OC)c1-c1cnnc(NCc2cccc(C(F)(F)F)c2)n1
→ 4	-9	x
- COc1cc(OC)cc(C(=O)Nc2c(C)nc3ccc(C)cn3c2=O)c1
→ 4	-11	x
- O=[N+]([O-])c1ccc(Cl)c(S(=O)(=O)Oc2ccc3ccccc3c2)c1
→ 0	-9	-8
- Nc1nc2ccc(OCC(F)(F)F)cc2s1
→ -1	-3	x
- CCOC(=O)c1ccc2nc(NC(=O)CSc3nc4ccccc4o3)sc2c1
→ -10	-4	-5
- COc1ccccc1C(C)N(C)Cc1nc(-c2ccc(C(F)(F)F)cc2)no1 (stereo not given)
→ 4&8	3&-5	-5
- O=S(=O)(c1cccc(F)c1)N1CCC(Cc2ccc(-c3ccccc3)cc2)CC1
→ 3	-6	-6
- Cc1cccc(N2C(=O)CSC2c2ccncc2)c1 (stereo not given)
→ -5	-6	x
- CC(C)CC(C(=O)Nc1nccs1)N1C(=O)c2ccccc2C1=O (stereo not given)
→ -8	-4	-7
- Cc1c(N=Cc2ccc(OC(=O)c3cccnc3)cc2)c(=O)n(-c2ccccc2)n1C
→ -3	-8	-5
- CCCN(CCC)c1cc(Cl)nc(SCc2cccc(C(=O)N3CCN(Cc4ccc5c(c4)OCO5)CC3)c2)n1
→ 7	1	-4
- Cc1cccc(-c2noc(N3CCOCC3)c2CN(CC2CC2)C(=O)c2cccs2)c1
→ 4	-4	-4
- COc1ccc(C2c3cccn3CCCN2Cc2cc([N+](=O)[O-])ccc2Cl)cc1O (stereo not given)
→ -5	3	2
- COc1ccc(S(=O)(=O)N2CCCC(C)C2)cc1N1CCN(C(=O)c2ccco2)CC1 (stereo not given)
→ 27	-3	-7
- CCN(CC)C(=O)Oc1ccc2c(ccn2Cc2ccc(F)cc2C(F)(F)F)c1-c1cc(C)cc(C)c1
→ 1	-2	-5
- CCN(Cc1c(C)nn(CC)c1C)Cc1cccc2nsnc12
→ -4	-3	x
- COc1ccc(CCN(C)c2cc(C(C)(C)C)nc(SCc3ccc(C(=O)N4CCN(C(C)=O)CC4)o3)n2)cc1OC
→ 8	-8	-6
- CCc1sc(-c2nnc(-c3cccc(OC)c3)o2)cc1C
→ 1	-3	x
- c1ccc(C2=NNC(c3ccccc3)=NN2)cc1
→ 7	-16	x
- CCOC(=O)CN1CC23C=CC(O2)C(C(=O)O)C3C1=O (stereo not given)
→ 11	-11	x
- Cn1c(=O)c2[nH]c(NC3CCCCC3)nc2n(C)c1=O
→ -1	-7	x
- Cc1cc(C)n(S(=O)(=O)N2CCOCC2)n1
→ -2	-9	-15
- O=C1CN(N=Cc2ccc([N+](=O)[O-])o2)C(=O)N1
→ 0	0	x
- NC(=S)N/N=C(\c1nnc(N)s1)c1ccccc1N
→ 3	-1	x
- CSc1ccccc1NC(=O)C1(C)CCN(C(C)C)C1 (stereo not given)
→ 3	-9	x
- CCCc1cc(NCc2ccccn2)n2nc(C)c(-c3ccccc3)c2n1
→ 3	9	2
- O=C(c1nccc2ccccc12)N1CCN(CC2CCCC2)CC1
→ 126*	-4	x
- CCCNC(=O)NNC(=O)c1cccn(Cc2cccc(F)c2)c1=O
→ 3	-10	x
- OCC1CCN(C2CCCNC2)CC1 (stereo not given)
→ 1	-2	-9
- O=C(c1ccccc1Cl)N1CCN(CCN2C(=O)CSC2c2ccc(Cl)c(Cl)c2)CC1 (stereo not given)
→ 4	2	-4
- Cc1ccc(N2C(=O)CSC2c2cccc(NC(=O)c3cccc(Br)c3)c2)cc1F (stereo not given)
→ 5	-2	-3
- CN1CCN(c2onc(-c3ccc(F)cc3)c2CN(Cc2ccccc2)C(=O)Nc2cccc(Cl)c2)CC1
→ 16	-5	-6
- CCOC(=O)C1=C(C)OC(=N)C(C#N)C1c1ccc(Cl)cc1 (stereo not given)
→ -3	-6	-2
- Cc1nnsc1CN(C)C(=O)c1ccccc1NCC(=O)O
→ 2	-5	x
- O=C(Nc1ncc(Cc2cccc(Cl)c2Cl)s1)C1CCCO1 (stereo not given)
→ -3	-5	-7
- CC(=O)CC(=O)N1CCOCC1
→ 6	-9	-6
- COCCN(Cc1ccc2c(c1)OCO2)Cc1ccc(C(O)(CC2CCC2)CC2CCC2)o1
→ 9	-3	-4
- COc1ccc(C2CC(C(F)(F)F)n3ncc(C(=O)NC45CC6CC(CC(C6)C4)C5)c3N2)cc1 (stereo not given)
→ -9	-3	-5
- COc1ccc(CC(=O)Nc2ccc(-n3nc(OCC(C)C)nc3-c3ccc(C(F)(F)F)cc3)cc2)cc1
→ -2	4	0
- CCCn1c2c(=O)n(C)c(=O)n(C)c2n2c(-c3ccc(OCc4ccccc4)cc3)nnc12
→ 8	-4	x
- CCn1c(SCc2ccc(C(=O)Nc3ccc(OC)cc3)cc2)nnc1-c1cccs1
→ -1	-4	-4
- O=C(C1CCCC1)N1CCCC(CO)(Cc2ccccc2)C1 (stereo not given)
→ -15	3	1
- CCOc1ccc(CCNc2nccn(-c3cc(C)c(Cl)cc3OC)c2=O)cc1OCC
→ 4	-7	-9
- CCCCCCC(=O)N1CCN(c2cc(Oc3ccccc3OC)ncn2)CC1C (stereo not given)
→ 10	-4	-5
- COc1ccc2c(c1)OC[C@H]1c3cc4c(cc3O[C@@H]21)OCO4
→ 3	-4	-5
- Cc1[nH]cnc1-c1nnc(SCC(=O)O)n1-c1ccccc1C(F)(F)F
→ 3	-2	x
- CCN(CC)C(=O)Oc1ccc2c(ccn2Cc2ccccc2Br)c1-c1ccc(F)cc1
→ 11	-2	-6
- Nc1ncnc(N(CCO)CCO)c1[N+](=O)[O-]
→ -1	-8	-6
- O=C(Nc1nc2ccccc2c(=O)[nH]1)c1cccc(Cl)c1Cl
→ 5	-7	-16
- Cc1ccc(C(=O)N(CC(=O)Nc2cc(-c3ccccc3)nn2-c2ccccc2)Cc2ccco2)cc1[N+](=O)[O-]
→ x	-12	-10
- Cn1c(=O)n(CCC(=O)N2CCN(S(=O)(=O)c3ccccc3)CC2)c2ccccc21
→ -7	-1	-2
- O=Cc1c(-[n+]2ccc(-c3ccncc3)cc2)[nH]c(=O)n1-c1ccccc1
→ -12	-5	-8
- Cc1ccc(C(=O)Nc2ccccc2)cc1S(=O)(=O)Nc1ccc(Cl)cn1
→ 5	3	-8
- CC1CCC2(CC1)C(=O)N(CC(=O)NC(C)C)C(=O)N2C (stereo not given)
→ -1	-5	x
- CCCC1(CCC)NC(=O)N(Cc2ccc(S(=O)(=O)N(C)C)o2)C1=O
→ 1	-5	x
- Cc1nc(C(=O)NC(c2ccccc2)C(F)(F)F)cs1 (stereo not given)
→ 0	-3	x
- CCc1nc2ccc(C(=O)NCCCN3CCCC3=O)cn2c1N(C)CCCc1ccccc1
→ 17	-5	-3
- Cc1ccc(NC(=O)c2cc(S(=O)(=O)NCCC3=CCCCC3)ccc2F)cc1
→ -5	3	x

Part of the list above, in markdown:
| Molecule | NPYLR7 ag | hcGAS inh | mcGAS lum |
| --- | --- | --- | --- |
| Nc1ncnc(N(CCO)CCO)c1[N+](=O)[O-] | -1 | -8 | -6 |
| O=C(Nc1nc2ccccc2c(=O)[nH]1)c1cccc(Cl)c1Cl | 5 | -7 | -16 |
| Cc1ccc(C(=O)N(CC(=O)Nc2cc(-c3ccccc3)nn2-c2ccccc2)Cc2ccco2)cc1[N+](=O)[O-] | x | -12 | -10 |
| Cn1c(=O)n(CCC(=O)N2CCN(S(=O)(=O)c3ccccc3)CC2)c2ccccc21 | -7 | -1 | -2 |

Next results follow.
Fields: NPYLR7 ag	hcGAS inh	mcGAS lum
- COc1ccccc1NC(=O)NCCNc1cc(N2CCOCC2)nc(C)n1
→ 0	-1	x
- CCCCc1nc(N2CCN(S(=O)(=O)/C=C/c3ccccc3)CC2)c2c(C)nn(-c3ccccc3)c2n1
→ x	-10	-10
- Cc1ccc(-c2noc(C(C)(C)Oc3ccc(Cl)cc3)n2)cc1
→ 9	-2	x
- CCCCN1CCN(c2nc3c(c(=O)[nH]c(=O)n3C)n2Cc2ccc(Cl)cc2Cl)CC1
→ 1	-11	x
- CCC(CO)(NCc1cc(C#N)ccc1F)c1ccccc1 (stereo not given)
→ 1	-9	x
- c1ccc(Cc2nn3c(Cn4nnc5ccccc54)nnc3s2)cc1
→ 0	-2	-5
- O=C(NNS(=O)(=O)c1ccccc1F)c1cc2c(s1)CCCCC2
→ 1	1	-4
- COc1ccc(C(=O)NC2CCC(NC(=O)[C@H]3CCCN3C(=O)N(C)C)CC2)cc1 (stereo not given in full)
→ 13	-4	-8
- CC1Oc2ccccc2C=C1/C=N\Nc1nc2ccccc2[nH]1 (stereo not given)
→ -3	-2	x
- COc1cccc2c1OCC(c1n[nH]c(CCc3ccccc3)n1)C2 (stereo not given)
→ 18	-4	-10
